S3 lipid droplet: qHTS Assay for Lipid Storage Modulators in Drosophila S3 Cells; Drosophila S3 cells, BODIPY lipid droplet fluorescence, 18-24 h; cells fed with added oleic acid; hit rate 0.64% among 320,000; AID 2685, 2010; Potency in µM for hits, for the others lipid storage change, negative = inhibition, % at the top dose, mostly 46.1 µM; active = well fitted inhibition curve with a large enough effect in the signal ratio, with a control signal flat, not every such curve was filed as active; inconclusive = small, poorly fitted or top-dose-only effect, or effect the other way, or a change in a side signal; the % refers to the signal ratio
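Drosophila S3 cells loaded with oleic acid (400 uM, as added) and compounds at several concentrations; lipid droplets imaged by 488-nm laser-scanning cytometry, 500–530 nm intensity and object ratio to cell channel. Percent activity normalized to 20 uM Triacsin C.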
S3 lipid droplet cell count max: recorded beside S3 lipid droplet, whose call it bears; cell number change, %; measured here: cell count max response;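 cells counted by Cell Tracker Red CMTPX staining in the red channel; peak over a dose series mostly up to 46.1 µM; percent activity relative to internal control wells on each plate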
Active calls of the source: *; i = inactive; ? = inconclusive; . = not tested or not shown; [ ] = another dose, or the depositor's remark. % is set by controls: 0 for no effect and ±100 for the full control effect; potency is the fitted concentration of half-maximal effect.

Under each structure: S3 lipid droplet cell count max | S3 lipid droplet
(1) COCCN(CCOC)c1nc(-c2ccc([N+](=O)[O-])cc2)nc2ccccc12
→ . | ?
(2) COc1ccc(N2CCN(C(=O)C(=O)c3c[nH]c4ccccc34)CC2)cc1
→ . | ?
(3) O=C(COC(=O)CCS(=O)(=O)c1ccc(Cl)cc1)NC1CCCCC1
→ -2 | 0%
(4) C#CCn1c(S(=O)(=O)Cc2ccc(C)cc2)nc(-c2ccccc2)c1-c1ccccc1
→ -8 | 21%
(5) Cc1cc(C)n(-c2nc(SCC(=O)N3CCCC3)c3c4c(sc3n2)CCCC4)n1
→ . | i
(6) CNS(=O)(=O)c1cccc(C(=O)OCc2cc(=O)oc3c(C)c(O)ccc23)c1
→ . | ?
(7) CCc1ccc(S(=O)(=O)NCc2csc(-c3ccccc3)n2)s1
→ 4 | 27%
(8) COc1ccc(N(Cc2cc3cccc(C)c3[nH]c2=O)S(=O)(=O)c2ccc(OC)cc2)cc1
→ . | ?
(9) COC(=O)c1ccc(NC(=O)Cn2nc(C)cc2C)cc1
→ -1 | 1%
(10) CCN(CC)c1ccc(/C=N/NC(=S)NC)c(O)c1
→ 2 | -5%
(11) O=C1CCc2cc(S(=O)(=O)N3CCC(C(=O)NCc4ccccc4Cl)CC3)ccc2N1
→ . | ?
(12) O=C(O)c1ccc(Oc2c(C(F)(F)F)oc3cc(O)ccc3c2=O)cc1
→ . | ?
(13) Cc1ccc(C(=O)NNC(=O)c2ccncc2)cc1S(=O)(=O)N1CCCCC1
→ . | ?
(14) Cc1ccc(S(=O)(=O)N(CC(=O)N2CCC(C)CC2)c2cccc(C)c2)cc1
→ . | i
(15) O=C(Cc1ccc(-n2cccc2)cc1)NCc1cccs1
→ 4 | 9%
(16) CC1(C)CC(Nc2ccc(C(F)(F)F)cc2[N+](=O)[O-])CC(C)(C)N1
→ . | ?
(17) COc1ccc(CCNC(=O)C(=O)NCC2OCCN2S(=O)(=O)c2ccc3c(c2)OCCO3)cc1OC (stereo not drawn)
→ . | ?
(18) CCN(CC)c1ccc(/C=N/O)cc1
→ . | ?
(19) COc1ccccc1C(=O)NCCC(=O)NN1C(=O)NC2(CCCCC2)C1=O
→ 8 | 17%
(20) COc1ccc(CCC(=O)Nc2ccc(C)c([N+](=O)[O-])c2)cc1
→ . | ?

Further records
Under each structure: S3 lipid droplet cell count max | S3 lipid droplet
(21) CN1CCN(c2ccc(S(=O)(=O)N3CCCCC3)cc2NC(=O)CCc2ccccc2)CC1
→ -2 | 13%
(22) Cc1ccc(NC(=O)C2CC2c2ccccc2)cc1 (stereo not drawn)
→ 16 | 19%
(23) O=c1c2ccccc2nc(-c2ccccc2)n1CCCn1ccnc1
→ . | ?
(24) COc1ccc(OC)c(NC(=O)CN(c2ccc(C(C)C)cc2)S(=O)(=O)c2c(C)noc2C)c1
→ 18 | 2%[9.22 µM]
(25) C=CCn1c(CSCc2ccc(F)cc2)n[nH]c1=S
→ -16 | i
(26) COc1cccc(N2CCN(C(=O)Cn3c(=O)oc4ccccc43)CC2)c1
→ . | ?
(27) CCN(CC)S(=O)(=O)c1ccc(Oc2ccccc2OC)cc1
→ 16 | 10%
(28) COc1ccccc1NC(=O)CC(=O)c1ccccc1
→ -2 | 22%
(29) CCOC(=O)c1cc(-c2ccc(OC)cc2)n(CCC(=O)NC2CCN(Cc3ccccc3)CC2)c1C
→ 11 | 4%
(30) Cc1cc(-n2c(C)cc(C(=O)COc3ccc(F)c(F)c3)c2C)no1
→ . | ?
(31) O=C(c1ccc(Cn2cc(Br)cn2)o1)n1cccn1
→ 4 | 3%
(32) CCn1c(SCC(=O)NC2CCCCC2)nnc1C(C)NC(=O)c1ccccc1F (stereo not drawn)
→ . | ?
(33) Cc1ccc(NC(=O)CSc2ncc3ccccn23)cc1
→ 21 | 13%
(34) Cc1cccc(NC(=S)Nc2ccccn2)c1
→ -1 | 9%
(35) Cc1cccc2cc(C3CC(c4ccco4)=NN3S(C)(=O)=O)c(Cl)nc12 (stereo not drawn)
→ 3 | 5%
(36) CCOc1ccc(-c2csc3ncn(-c4ccc(OC)cc4)c(=O)c23)cc1
→ 0 | 1%
(37) Cc1ccc2cc(C#N)c(N3CCCC3)nc2c1C
→ . | ?
(38) Cc1ccc2c(CC(=O)OCc3csc(C)n3)coc2c1
→ -3 | 4%
(39) Cc1ccc(CN2CC[C@H]3C=CCc4cccc(c43)C2)cc1
→ . | ?
(40) Cc1cc(C)nc(NS(=O)(=O)c2ccc(NC(=O)c3ccccc3[N+](=O)[O-])cc2)n1
→ . | ?

More structures
Under each structure: S3 lipid droplet cell count max | S3 lipid droplet
(41) CCOC(=O)c1ccc(CSc2nnc(N)s2)cc1
→ . | ?
(42) Cc1cc(NCCCn2ccnc2)n2nc(-c3ccc(F)cc3)cc2n1
→ . | i
(43) Cc1sc2nc(CN3CCOCC3)nc(Oc3ccc(NC(=O)c4ccco4)cc3)c2c1C
→ -16 | ?
(44) CC(C)C(=O)NC(c1ccc(N(C)C)cc1)c1c(O)ccc2ccccc12 (stereo not drawn)
→ -17 | -19%
(45) CCOc1ccc(C(=O)COC(=O)c2nn(CC)c(=O)c3ccccc23)cc1
→ 19 | -1%
(46) COc1ccc(CC(=O)N[C@@H](C)C(=O)N2CCC3(CC2)NCCc2[nH]cnc23)cc1
→ . | ?
(47) COC(=O)c1cn(-c2ccccc2)nc1-c1ccncc1
→ . | ?
(48) CC(C)CC1c2[nH]c3ccccc3c2CCN1C(=O)c1cnccn1 (stereo not drawn)
→ . | ?
(49) CCCCNC(=S)NNC(=O)c1cc(C2CC2)nc2ccccc12
→ 5 | 18%
(50) O=C(c1ccc(Cl)cc1)c1c[nH]cc1-c1ccccc1
→ 8 | 10%
(51) O=C(Nc1ccc(S(=O)(=O)N2CCCCC2)cc1)C1CC(=O)N(c2ccccc2)C1 (stereo not drawn)
→ . | ?
(52) CCOc1cc(/C=N/NC(=O)c2ccccc2-n2cccc2)ccc1O
→ -5 | 10%
(53) COc1ccc(-c2noc(-c3ccccc3C(=O)N3CCOCC3)n2)cc1
→ . | ?
(54) CCCCNCC(=O)Nc1ccc(NC(=O)CNCCCC)cc1
→ 5 | i
(55) O=C(COc1ccccc1Cl)Nc1ccc(N2CCCC2)cc1
→ 0 | 18%
(56) O=C(Nc1nnc(CCc2ccccc2)s1)c1cccc(F)c1
→ . | ?
(57) CC1CCCC(NC(=O)c2ccc(F)c(S(=O)(=O)N3CCOCC3)c2)C1C (stereo not drawn)
→ . | i
(58) Cc1ccc(S(=O)(=O)C(CCC(=O)c2ccc(Cl)cc2)C(N)=O)cc1 (stereo not drawn)
→ 10 | -20%
(59) COc1cccc(CN(C)C(=O)C2CCN(S(=O)(=O)c3cccs3)CC2)c1OC
→ . | ?
(60) COC(=O)C1CCN(Cc2ccc(OCCCN3CCN(c4ccc([N+](=O)[O-])cc4)CC3)cc2)CC1
→ . | ?

Remaining list, next part:
Under each structure: S3 lipid droplet cell count max | S3 lipid droplet
(61) O=C(/C=C/c1cccs1)N1CCC2(CC1)Oc1ccc(F)cc1C(=O)C21CC(c2ccc(Cl)cc2)=NO1 (stereo not drawn)
→ . | ?
(62) O=C(C1CCCCN1S(=O)(=O)c1ccccc1)N1CCCCC1 (stereo not drawn)
→ -3 | -8%
(63) O=C(NCc1ccc(Cl)cc1)c1ccc(NC(=O)C2CCCO2)cc1 (stereo not drawn)
→ . | ?
(64) COCCOC(=O)c1c(NC(=O)CSc2cccc[n+]2[O-])sc(C(N)=O)c1C
→ . | ?
(65) CCC(C)(C)NC(=O)CN(C(=O)CCC(=O)Nc1nccs1)c1ccc2c(c1)OCCO2
→ -5 | i
(66) O=C(O)c1cccc(N/N=C/c2cccnc2)c1
→ . | ?
(67) O=C(CC1SC(N2CCCC2)=NC1=O)Nc1ccc(C(=O)Nc2ccccc2)cc1 (stereo not drawn)
→ . | ?
(68) Fc1cccc(CN2CCN3CCCC3C2C2CCCCC2)c1 (stereo not drawn)
→ -21 | 7%
(69) CNS(=O)(=O)c1ccc(C(C)(C)C)cc1
→ -9 | -7%
(70) CCCCNC(=O)Cn1c(=O)n(C)c2ccccc21
→ 0 | 11%
(71) CCOC(=O)C1=C(C)Nc2sc(C(=O)c3ccc(Br)cc3)c(N)c2C1c1ccc(C(=O)OC)cc1 (stereo not drawn)
→ . | ?
(72) CCSc1nnc(Cn2c(=O)sc3ccccc32)n1C
→ 2 | 2%
(73) O=C(CSc1ccc(-c2ccncc2)nn1)N1CCCC1
→ . | ?
(74) CCCNC(=O)c1cnc(Sc2ncc(C(F)(F)F)cc2Cl)n1C
→ . | ?
(75) O=C(COc1ccc(Cl)cc1)NCc1cn2cc(Cl)ccc2n1
→ . | ?
(76) COc1ccc(S(=O)(=O)c2c(O)c3ccc(C(=O)Nc4ccc(F)cc4F)cc3[nH]c2=O)cc1
→ 27 | i
(77) Cc1ccc(C2=C(c3ccc([N+](=O)[O-])cc3)C(=O)OC2)cc1C
→ . | ?
(78) C/C(=N\NC(=O)COc1cccc(Br)c1)c1ccc2c(c1)OCCO2
→ . | ?
(79) COc1ccc2c(c1)C(=O)CC(c1ccccc1F)O2 (stereo not drawn)
→ -19 | -9%
(80) CC(=O)OCc1cc(=O)n(C)c(=O)n1C
→ -12 | i

(list continues)
Under each structure: S3 lipid droplet cell count max | S3 lipid droplet
(81) CC(C)C(OC(=O)CN1C(=O)c2ccccc2C1=O)C(=O)NC1CCCCC1 (stereo not drawn)
→ . | ?
(82) COc1ccc(-c2noc(C)c2-c2ccc3ccccc3n2)c(O)c1
→ -19 | -9%
(83) COc1ccccc1C(CNC(=O)CNC(=O)c1ccc(C)c(C)c1)N1CCCC1 (stereo not drawn)
→ . | ?
(84) CCOc1nc2ccccc2nc1NS(=O)(=O)c1ccc(Cl)cc1
→ . | i
(85) Cc1cc(=O)n2c(C(=O)Nc3ccc(C)c(C)c3)c(C(=O)Nc3ccccc3)sc2n1
→ 13 | 4%
(86) Cc1cc2oc(=O)ccc2cc1[N+](=O)[O-]
→ 27 | -25%
(87) O=C(C1=C(O)C(=O)N(Cc2ccco2)C1c1cccc([N+](=O)[O-])c1)c1ccco1 (stereo not drawn)
→ -12 | -15%
(88) Cc1c(Cl)cccc1NC(=O)CSc1nc2c(c(=O)[nH]1)CCCC2
→ -3 | 6%
(89) COc1ccc(CN(Cc2ccccn2)C(=O)CN2C(=O)C(C)Oc3ccccc32)cc1 (stereo not drawn)
→ 3 | -13%
(90) O=C(CSCc1cccc(CSCC(=O)Nc2ccc3ccccc3c2)n1)Nc1ccc2ccccc2c1
→ . | ?
(91) Cc1ccc2occ(/C=C/C(=O)O)c(=O)c2c1
→ . | 15%
(92) COc1ccc(S(=O)(=O)N2CCCCCC2)cc1N(C)S(=O)(=O)c1ccc(Cl)cc1
→ 2 | -5%
(93) CN(Cc1ccc(C(C)(C)C)cc1)C(=O)C1CCN(C(=O)Nc2ccccc2)CC1
→ . | ?
(94) Cc1ncoc1C(=O)NCc1ccccc1Cl
→ -13 | -7%
(95) COc1ccc(-c2cc(C3CC3)nc(SCC(=O)c3cccs3)c2C#N)cc1
→ 2 | 0%
(96) C[C@H]1CN=C(Nc2ccccc2)N1CCC1CCCC1
→ . | ?
(97) O=C(NCc1ccc(F)cc1Cl)C1CC(=O)N(C2CCCCCCC2)C1 (stereo not drawn)
→ . | ?
(98) O=C(Cc1ccccc1F)Nc1nc(-c2cccs2)cs1
→ . | ?
(99) CSc1cccc(NC(=O)C2C3C=CC4(O3)C2C(=O)N(CCCN2CCOCC2)C4C(=O)NC2CCCCC2)c1 (stereo not drawn)
→ . | ?
(100) Cc1ccc2nc(-c3ccc(NC(=O)Cc4cccs4)cc3)[nH]c2c1
→ . | ?

2 compounds drawn at random from the list so far:
Under each structure: S3 lipid droplet cell count max | S3 lipid droplet
(99) CSc1cccc(NC(=O)C2C3C=CC4(O3)C2C(=O)N(CCCN2CCOCC2)C4C(=O)NC2CCCCC2)c1 (stereo not drawn)
→ . | ?
(94) Cc1ncoc1C(=O)NCc1ccccc1Cl
→ -13 | -7%

In the list so far, 12 have a thiophene ring, fused or not.
Under each structure: S3 lipid droplet cell count max | S3 lipid droplet
(5) Cc1cc(C)n(-c2nc(SCC(=O)N3CCCC3)c3c4c(sc3n2)CCCC4)n1
→ . | i
(7) CCc1ccc(S(=O)(=O)NCc2csc(-c3ccccc3)n2)s1
→ 4 | 27%
(15) O=C(Cc1ccc(-n2cccc2)cc1)NCc1cccs1
→ 4 | 9%
(36) CCOc1ccc(-c2csc3ncn(-c4ccc(OC)cc4)c(=O)c23)cc1
→ 0 | 1%
(43) Cc1sc2nc(CN3CCOCC3)nc(Oc3ccc(NC(=O)c4ccco4)cc3)c2c1C
→ -16 | ?
(59) COc1cccc(CN(C)C(=O)C2CCN(S(=O)(=O)c3cccs3)CC2)c1OC
→ . | ?
(61) O=C(/C=C/c1cccs1)N1CCC2(CC1)Oc1ccc(F)cc1C(=O)C21CC(c2ccc(Cl)cc2)=NO1 (stereo not drawn)
→ . | ?
(64) COCCOC(=O)c1c(NC(=O)CSc2cccc[n+]2[O-])sc(C(N)=O)c1C
→ . | ?
(71) CCOC(=O)C1=C(C)Nc2sc(C(=O)c3ccc(Br)cc3)c(N)c2C1c1ccc(C(=O)OC)cc1 (stereo not drawn)
→ . | ?
(95) COc1ccc(-c2cc(C3CC3)nc(SCC(=O)c3cccs3)c2C#N)cc1
→ 2 | 0%
(98) O=C(Cc1ccccc1F)Nc1nc(-c2cccs2)cs1
→ . | ?
(100) Cc1ccc2nc(-c3ccc(NC(=O)Cc4cccs4)cc3)[nH]c2c1
→ . | ?

Bioassay records (PubChem)

These rows are one share of the data (hit frequency here may not be typical).
